# Assay outcomes from PubChem.
# Hep lipid drop – modulators of hepatic lipid droplet formation | AML12 mouse hepatocytes, oleate lipid droplets, BODIPY imaging | inhibition, % at 6.5 µM | 240,000 compounds, 0.4% hits | AID 1656;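 active = lipid droplet intensity inhibited by at least 50%, with more than 500 cells counted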
#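 Assay system: AML12 hepatocytes (mouse) / Also added: 100 µM oleic acid challenge / Times: overnight treatment with compound plus oleate / Detection: high-content imaging of BODIPY-stained droplets and DAPI nuclei / Evaluation: % inhibition of lipid droplet signal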
# Autophagy mod – autophagy modulation, high-content screen; 190,000 compounds, 0.98% hits; calls only at 10 µM (by protocol); MEF GFP-LC3 puncta imaging; test concentration mostly 10 µM;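 active = percentage of spot-positive cells more than 3 SD above its plate mean, without a fluorescence outlier flag or 80% toxicity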;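 also: spot-positive cell cutoff set from DMSO-treated cells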
# Yfh1-depleted yeast – enhancers of respiration in Yfh1-depleted yeast, dose response, Friedreich's ataxia, plus single-dose screen (AID 1465). S. cerevisiae Yfh1-off respiration, WST-1 reduction, 72 h; higher fold induction means a stronger effect. 220,000 compounds, 0.074% hits. fold induction at 50 µM, or EC50 in µM where a hit was titrated;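 active = fold induction of absorbance versus untreated yeast above a set limit, then at least 30% activation at any dose in follow-up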;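 also: activators that raise dye reduction in frataxin-depleted yeast; strong numbers were not always called active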
# Dynein cargo inh – blocks dynein driven cargo transport along microtubules; z-score, hits read low; 3617.4 mouse cells, GR-EGFP nuclear translocation imaging; test concentration mostly 20 µM; stimulated with dexamethasone, 1 µM; hits give low values; 220,000 compounds, 0.47% hits;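 active = plate z-score of nuclear minus cytoplasmic receptor signal below a set negative limit, without overly bright fluorescence or cell loss, cut at about -3.5 in these data, passing the limit was not always enough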;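 also: z-score of nuclear minus cytoplasmic ring GR-EGFP intensity difference per well; some compounds called inactive have numbers as strong as hits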
#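 Buffer or medium: tet-free medium with charcoal-stripped serum / Also added: dexamethasone agonist, 1.0 µM final, for 30 min / Timing: induction 48 h, compound 1 h, agonist 30 min / Measured by: high-content fluorescence imaging after fixation / Read-out: nuclear-to-cytoplasmic GR-EGFP distribution per well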
# P. falciparum M1AAP – P. falciparum M1AAP inhibitors, biochemical, fluorogenic H-Leu-NHMec substrate, 1536-well (AID 1445). recombinant M1AAP, H-Leu-NHMec fluorogenic kinetic assay; higher % means a stronger effect. inhibition, % at 30 µM; hits with a dose series show IC50 in µM. 220,000 compounds, 0.42% hits;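 active = primary inhibition above the hit cutoff, then over 50% inhibition at one or more dose response concentrations, cut at about 23% in these data, passing the limit was not always enough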;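 also: plate controls were DMSO full reaction for no effect and no enzyme background for full effect; strong numbers were not always called active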
# MT stabilize HCS – stabilizes microtubules in HeLa cells; % tubulin-high responders, % at 10 µM; HeLa tubulin immunostaining HCS, 24 h; share of cells brighter than vehicle mean+2SD; 200,000 compounds, 0.83% hits;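 active = plate Z-score above 3 for both tubulin-high and condensed-nucleus cell shares, with cell loss under 80%, at 10 µM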;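 also: anti alpha tubulin signal scored within the nucleus-defined area of each cell; some results filed as inactive read as strong as hits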
# Insulin prom up – MIN6 insulin promoter up-regulation. MIN6 insulin promoter-GFP reporter, high-content imaging; hits give high values. z-score at 5 µM. AID 1625. 190,000 compounds, 0.3% hits;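 active = z-score above 3 at 5 µM with at least 500 cells counted in the well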
# CSM14.1 death rescue – protection against thapsigargin-triggered cell killing – 384-well, CSM14.1, ATP luminescence, primary screen (AID 1222). CSM14.1 thapsigargin-induced death rescue, ATP luminescence; higher % means a stronger effect. cellular ATP content (survival), % at 20 µM, or EC50 in µM where a hit was titrated. 190,000 tested, under 10 active;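 active = EC50 below 50 µM in the dose-response confirmation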;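 also: death triggered by thapsigargin at about 15 µM added after 2 h compound pretreatment; cell ATP read after overnight thapsigargin exposure of roughly 18 to 22 hours; normalized against plate controls of thapsigargin alone and 5% DMSO vehicle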
# P. falciparum M17LAP – P. falciparum M17LAP inhibitors, primary screen, biochemical, fluorogenic H-Leu-NHMec substrate, 1536-well (AID 1619) | recombinant M17LAP, H-Leu-NHMec fluorogenic kinetic assay; higher % means a stronger effect | one-dose inhibition, % at 30 µM; IC50 in µM for titrated hits | 220,000 compounds, 0.38% hits;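 active = compound inhibiting the enzyme by more than half at any dose during confirmatory dose-response retesting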;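 also: plate controls were full reaction with DMSO carrier for no effect and no enzyme background for full effect; strong numbers were not always called active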
# Dynein cargo inh cytoplasmic EGFP – second read-out of Dynein cargo inh, no call of its own (marks repeat the call); z-score; measured here: cytoplasmic GR-EGFP intensity; hits give high values
# Dynein cargo inh nuclear GR-EGFP – also measured in Dynein cargo inh; calls as there; z-score; measured here: nuclear GR-EGFP intensity;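 lower value marks the stronger effect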
# Dynein cargo inh cell count – second read-out of Dynein cargo inh, no call of its own (marks repeat the call); z-score; measured here: cell count per field
# Insulin prom up cell count – further read-out of Insulin prom up, marked with its call; cell count; measured here: cytotoxicity, nuclei count;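 total cells summed across four imaged fields per well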
# Hep lipid drop cells 6.5 µM – second read-out of Hep lipid drop, no call of its own (marks repeat the call); cell count; measured here: cell count, cytotoxicity flag;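 cells counted across two imaged fields per well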
# MT stabilize HCS Hoechst-high % – also measured in MT stabilize HCS; calls as there; % Hoechst-high responders; measured here: nuclear condensation Hoechst responders;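 share of cells brighter than vehicle mean plus two SD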
# MT stabilize HCS cytotoxicity % – second read-out of MT stabilize HCS, no call of its own (marks repeat the call); toxicity, %; measured here: cytotoxicity by cell density;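 0% = mean cell density of plate MIN control wells and 100% = no cells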
# Autophagy mod cell loss 18 h – also measured in Autophagy mod; calls as there; toxicity, %; measured here: cell loss, nuclei count;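 cell loss after 18 h compound exposure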
# The depositor's hits bear a star; i = inactive; x = no result given.
Molecule,Hep lipid drop,Hep lipid drop cells 6.5 µM,Autophagy mod,Autophagy mod cell loss 18 h,Yfh1-depleted yeast,Dynein cargo inh,Dynein cargo inh cytoplasmic EGFP,Dynein cargo inh nuclear GR-EGFP,Dynein cargo inh cell count,P. falciparum M1AAP,MT stabilize HCS,MT stabilize HCS Hoechst-high %,MT stabilize HCS cytotoxicity %,Insulin prom up,Insulin prom up cell count,CSM14.1 death rescue,P. falciparum M17LAP
O=Cc1ccc(-n2nncc2-c2ccc([N+](=O)[O-])cc2)cc1,0,720,i,11,i,0.44,0.075,0.83,-1.5,3%,1.5,1.1,5.4,x,x,-1.0%,20%
Cc1[nH]c2ccc(C(=O)OCCN(C)C)cc2c1C,2,729,i,-5,i,0.051,-0.24,0.093,-0.11,8%,2.2,1.8,4.0,-0.31,1825,-0.9%,11%
O=C(CSc1nnc(-c2ccccc2)n1Cc1ccccc1)N1CCCC1,x,x,i,-3,i,3.4,-0.27,1.6,-1.5,1%,3.8,2.0,7.8,-0.49,1240,2.2%,12%
Cc1ccccc1-n1c(SCc2ccccn2)nc2n[nH]c(C)c2c1=N,0,757,i,-4,i,-0.74,0.16,0.18,2.3,7%,5.3,3.9,6.7,-1.2,1316,-3.4%,-24%
Nc1nc2n(n1)C(c1cccc(Br)c1)CC(c1ccc(F)cc1)N2 (centres undefined),-1,752,x,x,i,0.44,-0.24,0.4,-0.16,8%,2.1,1.9,8.2,0.05,1272,0.4%,4%
Clc1ccc(-c2noc(CSc3nnc(Cc4cccs4)n3-c3ccccc3)n2)cc1,x,x,i,14,i,0.24,-0.34,0.4,1.8,18%,3.6,2.4,4.4,0.68,857,1.7%,1%
Cc1nc(C(C)N(C)Cc2c(C(=O)N3CCCCC3)nc3c(C)cccn23)c(C)s1 (centres undefined),-29,734,i,21,i,-0.97,-0.31,-0.65,1.1,3%,2.5,2.8,7.6,0.39,1542,-1.5%,-4%
Cc1cccc(-c2nnc(SCc3ccccc3)o2)c1,x,x,i,-7,i,-0.83,0.49,-0.092,1.6,2%,3.0,2.9,7.9,-0.16,1478,-1.1%,-6%
O=C(NCCN1CCOCC1)c1cc2sccc2n1Cc1ccc(F)cc1,-4,684,i,18,i,-0.074,-0.16,0.25,-0.11,1%,2.6,1.0,2.2,-0.03,1297,5.5%,12%
CC(=O)Oc1cccc(/C=C2\Sc3ccccc3C2=O)c1,3,745,x,x,i,-0.26,0.32,-0.12,0.39,0%,x,x,x,0.98,1333,x,-5%
CC1SCC(=NOCc2c(Cl)cccc2Cl)CS1 (centres undefined),-16,627,x,x,i,0.079,-0.2,0.065,-0.7,8%,x,x,x,0.67,1043,x,1%
CCC(C)(C)n1nnnc1C(c1ccc2ncccc2c1)N1CCN(Cc2ccc3c(c2)OCO3)CC1 (centres undefined),x,x,i,-4,i,0.18,0.35,0.039,-0.15,-1%,3.2,1.8,13,-1.3,989,-0.6%,3%
CCC(C)Sc1nc2c(cnn2-c2ccc(C)c(C)c2)c(=O)[nH]1 (centres undefined),2,707,x,x,i,1.2,-0.091,1.1,-1.1,9%,2.7,2.1,9.1,0.15,1764,-2.4%,5%
O=c1c2c3c(sc2nc2n1CCCCC2)C(O)CCC3 (centres undefined),0,577,i,-14,i,1.6,0.0072,1.7,-2.2,-6%,0.6,0.8,1.2,-0.32,1435,0.8%,10%
O=C(OCC(=O)c1c[nH]c2ccccc12)c1cc2ccccc2cc1O,12,665,i,13,i,-0.081,-0.24,-0.37,0.5,4%,1.9,2.0,4.3,-0.02,1325,-1.2%,7%
CCOC(=O)c1cc(NC(=O)Nc2ccccc2OC)c(C)nc1C,3,732,i,-4,i,1.7,-0.064,0.98,-0.3,3%,1.2,1.7,8.6,x,x,2.1%,16%
c1coc(CNc2c3c(nc4ncnn24)CCCC3)c1,x,x,i,-12,i,0.93,-0.16,1.3,-0.23,2%,3.4,2.8,5.8,-0.89,1009,1.0%,-1%
COc1ccc(NC(=O)c2c(C)noc2-c2snnc2C)cc1,-10,627,x,x,i,-0.05,-0.18,-0.11,0.39,1%,x,x,x,x,x,x,3%
COc1cccc(C2(O)CCN(C(=O)c3cccs3)CC2)c1,x,x,i,-5,x,2,-0.18,1.3,-0.44,-2%,2.2,2.0,11,1,1197,0.1%,-1%
C/C(=N\Nc1cc(-c2ccccc2)nc(-c2ccc(Br)cc2)n1)c1cccc(N)c1,x,x,i,8,i,-0.41,-0.26,-0.079,0.3,x,2.5,1.5,11,x,x,x,x
O=C(Nc1ccc(F)cc1)C(c1ccccc1)N1CCN(S(=O)(=O)c2c(F)cccc2F)CC1 (centres undefined),-2,596,i,-4,i,-0.8,-0.11,-0.69,1,10%,3.1,2.8,10,-0.13,1298,1.1%,10%
CC(=O)N(CCC(Cc1ccccc1)c1ccc2c(c1)OCO2)Cc1ccccc1F (centres undefined),x,x,i,2,x,0.97,-0.16,0.21,-0.17,1%,0.8,1.6,10.0,-1.8,1192,-1.1%,0%
COc1ccc(C(=O)N/C(=C\c2cn(S(=O)(=O)N(C)C)c3ccccc23)C(=O)NC(C)C)cc1,3,702,i,3,i,0.81,-0.25,0.33,-0.33,-1%,2.2,1.3,2.6,-0.37,835,-6.1%,3%
Cc1[nH]n(-c2ccccc2)c(=O)c1/C=N/c1ccccn1,x,x,i,-3,i,-0.34,-0.3,0.0016,0.085,7%,3.9,3.3,3.2,0.1,1555,-5.2%,13%
CC1=NNC(=O)C1CC(=O)N/N=C/c1sccc1C (centres undefined),-20,618,x,x,i,1,-0.24,1,-0.64,0%,x,x,x,0.99,1006,x,10%
COc1ccccc1N1C(=O)C2C(C(=O)c3ccccc3)=NN(c3ccc(Br)cc3)C2C1=O (centres undefined),-11,596,x,x,i,0.45,0.95,0.53,0.021,6%,x,x,x,x,x,x,13%
Cc1cc(C(=O)COC(=O)c2ccc(O)cc2)c(C)n1CC1COc2ccccc2O1 (centres undefined),19,598,i,-2,i,0.19,-0.019,-0.18,0.3,10%,6.1,2.9,6.6,-0.04,1324,2.4%,11%
CC(C)=CC(=O)OCC(=O)Nc1ccc(Cl)cn1,-5,743,i,16,i,1.2,-0.0064,0.72,-0.88,1%,1.3,0.8,17,x,x,1.8%,-7%
Cc1cc(C)c2[nH]c(O)c(N=NC(=S)NCC3CCCO3)c2c1 (centres undefined),2,681,i,-17,i,0.38,-0.27,-0.13,0.023,6%,1.8,3.2,12,-0.93,1148,-3.5%,-3%
COCCCNC(=O)CN(c1ccc(OC)cc1)S(=O)(=O)c1ccc(NC(C)=O)cc1,x,x,i,2,i,-0.68,0.54,0.018,-0.15,-3%,4.0,2.9,6.7,-0.98,1488,0.7%,-5%
Cc1cc(C(=O)COc2cccc3cccnc23)c(C)n1C,-42,651,i,-8,i,-0.95,-0.12,-0.037,-0.045,6%,2.1,1.5,3.6,0.05,1310,-4.5%,8%
CC(C)C(=O)Nc1ccc(Nc2ccccc2)cc1,-22,626,i,5,i,-0.43,-0.41,-0.33,0.39,21%,2.8,2.4,12,0.11,1824,-1.1%,19%
Cc1ccccc1Nc1n[nH]c(C)c1[N+](=O)[O-],-15,595,i,-9,i,-0.22,-0.12,0.057,0.82,7%,3.5,1.8,4.8,1.6,1424,-3.3%,-4%
CCOC(=O)C1=C(O)CSC1=Nc1cccc2ccccc12,-19,702,i,2,i,-0.53,-0.28,-0.48,-0.041,0%,3.3,3.5,7.1,-0.17,1281,-1.0%,5%
Cc1sc2nc(CN3CCN(S(=O)(=O)c4cccc5nonc45)CC3)[nH]c(=O)c2c1C,1,798,i,2,i,-0.86,-0.12,-0.27,0.34,-4%,2.6,2.0,11,-0.08,1203,0.8%,-13%
CC(C)CNS(=O)(=O)c1ccc(CCC(=O)N2CCCC2)cc1,-2,753,i,10,i,-0.093,-0.012,0.09,0.77,2%,4.8,1.1,5.5,-0.37,1427,-1.2%,-2%
CC(C)c1ccc2[nH]c(O)c(N=NC(=S)NCCc3ccccc3)c2c1,10,633,i,-5,i,-1.1,-0.28,-0.8,0.66,9%,3.2,3.7,1.8,-1.5,1311,-4.3%,6%
CCC(C)[C@H](NC(=O)NCc1cccs1)C(=O)OC (some centres undefined),x,x,i,11,i,-0.0048,-0.21,-0.024,0.88,2%,4.1,2.0,3.8,-0.9,1161,1.4%,10%
Cc1ccc(-c2nn(-c3ccccc3)cc2C(N)=O)o1,7,693,i,14,i,-1.1,0.16,-0.53,0.19,5%,3.3,1.0,1.4,x,x,-1.5%,7%
O=C(NC(=S)Nc1ccccc1C(F)(F)F)c1ccccc1F,10,663,i,21,i,0.0063,-0.14,0.22,0.15,-1%,1.3,1.6,1.4,0.68,1508,-0.6%,-1%
